mIAP activ – mouse IAP activation; muIAP, CDP-Star luminescence, 30 min; hits give high values; 1 = vehicle-only enzyme signal, 0 = enzyme-free wells; activation factor at 10 µM; 0.24% of 330,000 active; AID 2805;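 active means activation factor of at least 2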; further: the source names both 10 and 20 µM as test concentration; values of inactives mirror those of a sister screen read the other way
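Assay system: mouse IAP enzyme; reagent: chemiluminescent substrate CDP-Star; dosing: test compounds delivered from DMSO solution; schedule: 30 min at room temperature; measured by: luminescence from enzymatic CDP-Star hydrolysis; controls: DMSO-only wells and no-enzyme negative control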
APOBEC3G inh – blocks human APOBEC3G single-stranded DNA deamination; inhibition, % at 20 µM; 0.28% of 330,000 active; recombinant A3G, ssDNA deamination FAM/TAMRA fluorescence; AID 493012;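 active means inhibition of at least 40% at 20 µM, with no more than 30% in the related APOBEC3A deaminase screen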;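 further: plate controls were DMSO wells with A3G for no effect and wells lacking A3G enzyme for full effect; some compounds called inactive have numbers as strong as hits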
MIN6 prolif – MIN6 beta-cell proliferation induction; AID 2380; 0.29% of 330,000 active; MIN6 cells proliferation, ATPlite luminescence, 48 h; cells starved in 0.2% serum; 100% = growth in 10% serum; proliferation, % at 10 µM;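 active means compounds whose signal lies at least 3.5 SD above the mean of all wells on their plate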;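 further: 0% = DMSO-treated cells in low-serum medium and 100% = 10% serum control; some compounds called inactive have numbers as strong as hits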
MPTP inh – blocks calcium-induced mitochondrial swelling; 1.4% of 360,000 active; AID 602449; isolated mouse mitochondria, Ca2+ swelling absorbance, 30 min; inhibition, % at 10 µM;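 active means inhibition of 50% or more, scaled per plate between neutral and stimulator controls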;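 further: 0% = DMSO wells given calcium and 100% = 1 mM EGTA wells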
hIAP act – increases human intestinal alkaline phosphatase activity | AID 2524 | 0.16% of 330,000 active | purified human IAP, CDP-Star luminescence, 30 min; hits give high values; 1 = vehicle-only enzyme, 0 = enzyme-free background | P09923 | activation factor at 10 µM;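 active means activation factor of the enzyme at least 2-fold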; further: the source names both 10 and 20 µM as test concentration; values of inactives mirror those of a sister screen read the other way
Target sequence (P09923 whole entry, looked up): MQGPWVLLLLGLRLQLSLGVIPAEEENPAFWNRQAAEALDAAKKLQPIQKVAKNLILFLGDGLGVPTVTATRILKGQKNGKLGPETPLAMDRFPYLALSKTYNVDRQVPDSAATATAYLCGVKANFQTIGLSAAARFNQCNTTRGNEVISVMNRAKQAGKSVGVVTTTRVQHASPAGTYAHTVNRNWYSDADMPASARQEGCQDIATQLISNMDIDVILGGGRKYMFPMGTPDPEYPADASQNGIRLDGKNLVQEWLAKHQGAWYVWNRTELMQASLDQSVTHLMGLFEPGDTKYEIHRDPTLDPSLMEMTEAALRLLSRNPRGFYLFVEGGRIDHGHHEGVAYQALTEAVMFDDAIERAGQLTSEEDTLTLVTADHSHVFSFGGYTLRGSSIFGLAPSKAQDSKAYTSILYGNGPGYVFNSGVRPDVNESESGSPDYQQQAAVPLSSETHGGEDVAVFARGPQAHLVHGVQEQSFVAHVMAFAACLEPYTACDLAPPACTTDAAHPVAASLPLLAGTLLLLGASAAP
ATG4B inhibitor – inhibitors of human ATG4B cysteine protease; 0.51% of 340,000 active; inhibition, % at 8.33 µM; AID 504462; Q9Y4P1; ATG4B cleavage of LC3-PLA2, NBD-HPC fluorescence, 1 h; in the data active means inhibition above about 40%
mIAP block – mouse IAP inhibition. purified mouse IAP, CDP-Star luminescence, 30 min. inhibition, % at 10 µM. 0.2% of 330,000 active. AID 2806;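 active means inhibition of at least 40% at 10 µM in the primary screen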;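 further: plate controls were DMSO with enzyme for no effect and no enzyme wells for full effect; values of inactives mirror those of a sister screen read the other way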
APOBEC3A inh – human APOBEC3A DNA deaminase inhibition; recombinant A3A, FAM/TAMRA ssDNA deamination fluorescence; AID 493011; inhibition, % at 20 µM; 0.41% of 330,000 active; P31941;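 active means at least 40% inhibition at 20 µM here, with at most 30% in a related deaminase screen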;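 further: plate controls were A3A with DMSO for no effect and wells lacking A3A enzyme for full effect; some results filed as inactive read as strong as hits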
Target sequence (P31941 whole entry, looked up): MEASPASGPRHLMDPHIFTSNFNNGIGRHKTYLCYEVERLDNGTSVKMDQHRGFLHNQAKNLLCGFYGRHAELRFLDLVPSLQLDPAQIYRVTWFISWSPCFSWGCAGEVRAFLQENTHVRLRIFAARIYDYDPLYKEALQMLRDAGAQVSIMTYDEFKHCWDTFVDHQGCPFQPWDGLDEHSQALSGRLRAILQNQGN
hIAP inh – human IAP inhibition. P09923. purified IAP, CDP-Star luminescence, 30 min. inhibition, % at 10 µM. 0.12% of 330,000 active;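 active means inhibition reaching a set limit with compound at 10 µM in the primary screen, cut at about 35% in these data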;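 further: plate controls were DMSO wells with enzyme for no effect and no-enzyme buffer wells for full effect; values of inactives mirror those of a sister screen read the other way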
* = called active by the depositor; . = no result given.

SMILES | mIAP activ | APOBEC3G inh | MIN6 prolif | MPTP inh | hIAP act | ATG4B inhibitor | mIAP block | APOBEC3A inh | hIAP inh
COc1ccc(OCc2nc(C#N)c(NCCCn3ccnc3)o2)cc1 | 0.96 | -10 | 6 | 1.9 | 1.1 | 1 | 4 | 2 | -15
COc1ccccc1N1CCN(C(=O)CN(C)S(=O)(=O)c2cc(C)ccc2OC)CC1 | 0.97 | -8 | -3 | -2.9 | 0.93 | -4 | 3 | -4 | 7
C=CCSc1nnc2nc3[nH]c4c(C)cccc4c3nn12 | 1 | -3 | -1 | -1.0 | 0.95 | -12 | 0 | 0 | 5
Cc1sc2ncn(CC(=O)NCCCN3CCC(C)CC3)c(=O)c2c1S(=O)(=O)N1CCC(C)CC1 | 1 | 2 | -1 | 0.2 | 1 | -11 | -2 | 1 | -2
O=C1NC(=Nc2ccc(Cl)cc2)/C(=C/c2ccco2)S1 | 0.89 | -5 | 0 | 79* | 1.4 | 10 | 11 | -4 | -44
CCOC(=O)C1CCN(C(=O)CN2C(=O)C(CC)Oc3ccccc32)CC1 (configuration not stated) | 1.1 | 1 | -2 | 1.2 | 1.1 | 4 | -7 | 2 | -5
O=C(Nc1nc2c(F)cc(F)cc2s1)C1CC(=O)N(Cc2ccco2)C1 (configuration not stated) | 0.92 | -3 | -2 | -0.2 | 1 | -9 | 8 | 13 | 0
COc1ccc(CNC2CC(=O)N(C)C2=O)cc1 (configuration not stated) | 1 | -1 | -4 | 1.0 | 0.99 | 1 | -5 | 1 | 1
COc1ccc(C)cc1NC(=O)C(OC(=O)c1cc(C)oc1C)c1ccccc1 (configuration not stated) | 0.94 | -3 | 0 | 2.3 | 0.97 | 28 | 6 | -1 | 3
CC(C)(C)C(=O)NC1(C(F)(F)F)N=C2SCCN2C1=O (configuration not stated) | 1.1 | -1 | -1 | 3.0 | 0.95 | -11 | -10 | -2 | 4
CC1CCCCC12NC(=O)N(CC(=O)NC(=O)Nc1ccc3c(c1)OCCO3)C2=O (configuration not stated) | 1.1 | -6 | -2 | -1.5 | 0.89 | -9 | -9 | -2 | 11
Cn1c(CN2CCOCC2)nnc1SCC(=O)Nc1nccs1 | 1 | 0 | -1 | 0.0 | 0.87 | -10 | -1 | 2 | 13
COc1ccc(N2CCN(C(=O)c3ccncc3)CC2)cc1 | 1.1 | 1 | 0 | -1.2 | 1.1 | 0 | -9 | 3 | -9
CCc1ccc(-c2cc(C)no2)cc1S(=O)(=O)NCCc1ccc(OC)c(OC)c1 | 1.1 | 24 | -1 | -0.5 | 1.1 | 1 | -5 | 6 | -10
O=C(CCN1C(=O)c2ccccc2C1=O)Nc1ccccn1 | 0.99 | -6 | -1 | 0.2 | 0.94 | 10 | 1 | -6 | 6
CSCCC(NC=C1C(=O)OC(C)(C)OC1=O)C(=O)O (configuration not stated) | 0.95 | -6 | 0 | -0.7 | 1 | -8 | 4 | 3 | -3
CCCCn1c(SCC(=O)NCc2ccco2)nnc1-c1ccco1 | 1.1 | -2 | 0 | 2.0 | 1.2 | 1 | -8 | -3 | -20
CCc1ccccc1NC(=O)CNC(=O)CNC(=O)c1cccs1 | 0.97 | -5 | 0 | -0.5 | 1 | 5 | 3 | -2 | -1
Cc1ccc(NC(=O)CN(c2ccccc2F)S(C)(=O)=O)cc1 | 1 | 3 | 5.1* | -1.6 | 0.91 | -5 | -2 | 52* | 9
COc1ccc(CN2C(=NC(=O)CCC3CCCC3)SC3CS(=O)(=O)CC32)cc1 (configuration not stated) | 1.1 | -6 | -1 | -1.0 | 1.1 | -1 | -7 | -3 | -11
C=CCn1c(SCC(=O)Nc2ccccc2OC)nc2c([nH]c3ccccc32)c1=O | 1 | -3 | -2 | 0.6 | 0.81 | 3 | -1 | 1 | 19
CCN1CCN(c2nc3c(C)cccn3c(=O)c2C=C(C#N)C#N)CC1 | 0.99 | -6 | -1 | 0.0 | 0.82 | -8 | 1 | -1 | 18
O=C(COC(=O)c1ccc(Br)o1)NCCc1ccccc1 | 0.99 | -7 | 2 | -0.1 | 0.98 | 6 | 1 | 5 | 2
OCC[C@H]1C[C@H](O)[C@@H](O)[C@@]2(CCCO2)O1 | 1.1 | -13 | -2 | 0.1 | 1 | 1 | -8 | -7 | -2
Cc1occc1C(=O)N(C)Cc1nc(-c2ccc(Cl)cc2)no1 | 1 | -11 | -2 | 0.2 | 1.1 | -6 | 0 | -3 | -13

By substructure, those above containing an aryl thioether with sulfur outside any ring
SMILES | mIAP activ | APOBEC3G inh | MIN6 prolif | MPTP inh | hIAP act | ATG4B inhibitor | mIAP block | APOBEC3A inh | hIAP inh
C=CCSc1nnc2nc3[nH]c4c(C)cccc4c3nn12 | 1 | -3 | -1 | -1.0 | 0.95 | -12 | 0 | 0 | 5
Cn1c(CN2CCOCC2)nnc1SCC(=O)Nc1nccs1 | 1 | 0 | -1 | 0.0 | 0.87 | -10 | -1 | 2 | 13
CCCCn1c(SCC(=O)NCc2ccco2)nnc1-c1ccco1 | 1.1 | -2 | 0 | 2.0 | 1.2 | 1 | -8 | -3 | -20
C=CCn1c(SCC(=O)Nc2ccccc2OC)nc2c([nH]c3ccccc32)c1=O | 1 | -3 | -2 | 0.6 | 0.81 | 3 | -1 | 1 | 19

Single values from the entries so far.
Result of CCN1CCN(c2nc3c(C)cccn3c(=O)c2C=C(C#N)C#N)CC1 under APOBEC3A inh: -1
Result of CC(C)(C)C(=O)NC1(C(F)(F)F)N=C2SCCN2C1=O (configuration not stated) under APOBEC3G inh: -1

Next results
SMILES | mIAP activ | APOBEC3G inh | MIN6 prolif | MPTP inh | hIAP act | ATG4B inhibitor | mIAP block | APOBEC3A inh | hIAP inh
O=C(COC(=O)Cc1ccccc1[N+](=O)[O-])NCC1CCCCC1 | 1.1 | 4 | -2 | 1.5 | 1.1 | -10 | -8 | 3 | -11
Nc1cc(Cl)ccc1C(=O)OCC(=O)NC1CCCCC1 | 1.1 | -6 | 0 | -0.3 | 0.95 | -6 | -13 | -1 | 5
N#Cc1ccc(C(=O)Nc2ccc(N3CCN(C(=O)c4ccco4)CC3)cc2)c(F)c1 | 0.98 | -5 | 1 | -1.5 | 1 | -7 | 2 | -3 | -3
O=C(CCNC(=O)c1ccc(Br)cc1)NNC(=O)C1COc2ccccc2O1 (configuration not stated) | 0.92 | -7 | 7 | -0.4 | 1.4 | -8 | 8 | -2 | -42
COc1ccc(N2C(=O)/C(=C\c3ccco3)N=C2SCC(=O)N(C(C)C)C(C)C)cc1Cl | 0.83 | -3 | 0 | 1.6 | 0.87 | -3 | 17 | 1 | 13
COc1ccc(OCc2nnc(SCC(=O)NC3CC3)n2C)cc1 | 1.1 | -1 | -4 | -0.7 | 1 | -5 | -8 | 2 | 0
Cc1ccc(C(=O)NC2CCCC(C)C2C)cc1S(=O)(=O)N1CCCCC1 (configuration not stated) | 0.94 | -10 | -3 | -0.1 | 1 | -4 | 6 | 2 | -4
CC(=O)c1ccc(NC(=O)CN2C(=O)COc3ccc(S(=O)(=O)N4CCCC4)cc32)cc1 | 0.99 | -2 | -1 | -2.2 | 0.82 | -2 | 1 | 0 | 18
OC1CCN(C(=S)NCCc2ccccc2)CC1 | 0.97 | -2 | -1 | -0.7 | 0.93 | -5 | 3 | 0 | 7
Cc1nccn1CCN(C)Cc1cn(Cc2ccccc2)nc1-c1ccc2c(c1)OCO2 | 0.99 | -6 | 0 | 1.3 | 1.3 | 9 | 1 | -4 | -31
COc1cccc(Nc2nnc(SCC(=O)N3CC(C)OC(C)C3)s2)c1 (configuration not stated) | 0.97 | -1 | -3 | -0.5 | 0.84 | -8 | 3 | -3 | 16
CCc1cc(=O)[nH]c(SCC(=O)NCC2CCCO2)n1 (configuration not stated) | 0.98 | -8 | 4 | -1.7 | 0.96 | 1 | 2 | -2 | 4
O=C(COc1ccc(Cl)cc1Cl)Nc1ccc(S(=O)(=O)NC2=NCCCCC2)cc1 | 1.1 | -5 | -4 | 2.8 | 1.3 | -10 | -9 | 1 | -26
COc1cc(S(=O)(=O)N2CCCCC2)c(OC)cc1Br | 0.99 | -9 | -1 | -2.1 | 0.95 | 2 | 1 | 0 | 5
Fc1ccc(CN2CCCCCC2)c(F)c1 | 0.92 | 0 | -3 | -1.6 | 1 | -1 | 8 | -1 | -4
Brc1ccccc1-n1nnc(-c2nccs2)n1 | 1.1 | -6 | 0 | -0.2 | 1 | 6 | -6 | -5 | -1
COc1ccc(CN(C)C(=O)Cn2cnc(C(=O)Nc3ccc(C)c(C)c3)n2)cc1OC | 0.93 | 6 | . | 0.0 | . | -7 | 7 | 7 | .
O=C(N/N=C/c1ccc([N+](=O)[O-])s1)c1cccc(Br)c1 | 0.78 | -4 | -6 | 7.4 | 1.2 | -6 | 22 | 1 | -19
O=S(=O)(CC(c1ccccc1)N1CCCCC1)c1ccc(Cl)cc1 (configuration not stated) | 1 | -3 | 1 | 3.1 | 0.98 | -11 | -1 | -2 | 2
c1ccc2nc(N3CCOCC3)c(N3CCOCC3)nc2c1 | 0.99 | -3 | 0 | -3.0 | 1 | -11 | 1 | 1 | -5
Nc1nnc(CSCc2ccc(Cl)cc2)s1 | 1 | -5 | 2 | -1.2 | 1.1 | 13 | -1 | -2 | -7
O=C(NC(=S)Nc1ccc2c(c1)OCCO2)c1ccco1 | 0.98 | 5 | -4 | 1.1 | 0.91 | -2 | 2 | 3 | 9
O=C(OCc1cc(=O)n2c(n1)sc1ccccc12)c1ccc2c(=O)n3c(nc2c1)CCC3 | 1.1 | 12 | -3 | 0.1 | 0.91 | 1 | -6 | 22 | 9
CCCCCC(=O)NC(Nc1ccc(S(N)(=O)=O)cc1)C(Cl)(Cl)Cl (configuration not stated) | 1.2 | -5 | -1 | -0.1 | 0.96 | -7 | -20 | -2 | 4
CCN(CC)S(=O)(=O)c1ccc(C(=O)N2CCCCC2)cc1 | 1 | -3 | 1 | -0.1 | 1 | -5 | -1 | 1 | -2
COc1cccc(OC)c1C(=O)Nc1cccc(S(=O)(=O)Nc2ccccc2Cl)c1 | 1.1 | -8 | -1 | -0.6 | 1.1 | -12 | -9 | -4 | -14
COc1ccc(S(=O)(=O)N2CCN(C(=O)c3cc(C)nc4ccccc34)CC2)cc1OC | 1 | -1 | -3 | -1.7 | 0.98 | -56 | -1 | 5 | 2
CCC/C(O)=C1\C(=O)CC(C)(C)CC1=Nc1cccc([N+](=O)[O-])c1 | 0.94 | -6 | -1 | -0.2 | 0.83 | -2 | 6 | -3 | 17
COc1ccc(NC(=O)c2cc([N+](=O)[O-])ccc2N2CCCC2)cc1 | 0.84 | -2 | -3 | -0.2 | 0.88 | -10 | 16 | 2 | 12

3 entries from above, arranged by the value under MPTP inh, low to high.
mol | MPTP inh
c1ccc2nc(N3CCOCC3)c(N3CCOCC3)nc2c1 | -3.0
Brc1ccccc1-n1nnc(-c2nccs2)n1 | -0.2
CCCCCC(=O)NC(Nc1ccc(S(N)(=O)=O)cc1)C(Cl)(Cl)Cl (configuration not stated) | -0.1

Source: PubChem (Sanford-Burnham Center for Chemical Genomics)
